EPAC2 antag: EPAC2 (human) antagonism. Q8WZA2. EPAC2 GEF exchange of Rap1B-BODIPY-GDP, fluorescence. Potency, µM (highest dose often 114 µM), inactives show at the top dose activity, negative = inhibition, most hits filed as inhibitors. 360,000 tested, 0.18% active. AID 720708; further: potency means the concentration at half of the fitted maximal effect; on the % scale 0 is the no-effect control and ±100 the full control effect; nearly all actives have a fitted effect of over 45% in size; many of its hits are not listed in these tables
DRD3 agonist: agonists of human D3 dopamine receptor; AID 652048; max activation, %; D3R DiscoveRx beta-arrestin cells, luminescence, 90 min; 410,000 tested, 0.58% active; in the data active means max activation above about 30%; further: 0% is about no effect; mostly tested at two doses, the higher about 12 µM
Target sequence (P35462 whole entry, looked up): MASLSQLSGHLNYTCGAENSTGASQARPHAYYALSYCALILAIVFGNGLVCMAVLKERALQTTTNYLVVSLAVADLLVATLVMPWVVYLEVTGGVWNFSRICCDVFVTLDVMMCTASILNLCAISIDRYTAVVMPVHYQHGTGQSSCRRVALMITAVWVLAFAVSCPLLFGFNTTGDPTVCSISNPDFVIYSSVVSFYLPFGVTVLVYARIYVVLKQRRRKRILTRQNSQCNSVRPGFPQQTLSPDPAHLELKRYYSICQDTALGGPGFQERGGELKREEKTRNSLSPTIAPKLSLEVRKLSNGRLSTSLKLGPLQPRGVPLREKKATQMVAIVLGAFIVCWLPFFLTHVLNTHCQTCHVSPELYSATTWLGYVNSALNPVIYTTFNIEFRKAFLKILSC
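Cells at 1500/well, incubated overnight, then treated with pinned compounds (dopamine as control) for 90 min at 37 degrees C. DiscoveRx reagent added for 30 - 60 minutes at room temperature; luminescence read.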
EPAC2 ag: activates human EPAC2 exchange factor. Q8WZA2. EPAC2 activation, biochemical qHTS; response scale: 100% = 6.5 mM cAMP response. Potency, µM (highest dose often 154 µM), for inactives: top-dose activation, actives largely listed as activators. 360,000 tested, 0.079% active; further: potency means the concentration at half of the fitted maximal effect; nearly all actives have a fitted effect of over 50% in size
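Nucleotide exchange monitored as fluorescence drop when BODIPY-GDP leaves Rap1B. Reaction: 100 nM EPAC2, 250 nM RAP1B-BODIPY-GDP, 50 uM GDP, room temperature, kinetic read over 30 min. Activity expressed relative to 6.5 mM cAMP.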
D3 antag: D3 dopamine receptor (human) antagonism | D3R cells, DiscoveRx beta-arrestin luminescence, antagonist mode; active compounds read low | max response, negative = inhibition, % | 360,000 tested, 2.5% active | AID 652054; in the data active means max response below about -50%; inconclusive means no clear call, values can overlap the other calls; further: on the % scale 0 is the no-effect control and ±100 the full control effect; mostly tested at two doses, the higher about 12 µM
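Cells plated overnight at 1500 cells/well, then exposed to library compounds with dopamine controls for 90 minutes at 37 degrees C. DiscoveRx reagent added for 30–60 minutes at room temperature; luminescence read, quantitative HTS format.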
pAkt inh: blocks phosphorylation of Akt. Neuro2A IGF-stimulated pAkt S473 HTRF, 20 min; active compounds read low. activity change, % for hits at 50 µM. 360,000 tested, 0.32% active. AID 651550; in the data active means activity change below about -80%; inconclusive means mostly about -51% to -80%; further: on the % scale 0 is the no-effect control and ±100 the full control effect
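Neuro2A cells in DMEM with 0.5% FBS, overnight at 37 deg C, given compound at single 50 µM final, then IGF (6 nM final) for 20 min at 37 deg C. Lysed; phospho-Akt Ser473 by HTRF after 24 h, 665/615 ratio.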
CCT chaperon mod: changes cytosolic chaperonin activity; purified chaperonin ATPase assay, HTRF ADP detection, 30 min; activity change, % (concentration not given with the values), hits read low; 360,000 tested, 0.3% active; AID 651819; in the data active means activity change below about -30%; further: on the % scale 0 is the no-effect control and ±100 the full control effect
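Enzyme 40 or 20 nM (batch-dependent) in Tris pH 7.4/KCl/MgCl2/DTT; cpd 76 uM single point; ATP 10 uM; 30 min 37 °C; Transcreener ADP HTRF detection, 30 min RT; ratio 665/615.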
Mm-Cpn inhibitor: inhibitors of Methanococcus maripaludis chaperonin (MmCpn). purified Mm-Cpn ATPase, ADP Transcreener TR-FRET. Potency, µM (top dose mostly 76.9 µM), for the others: top-dose activity, negative = inhibition, most hits filed as inhibitors. 330,000 tested, 0.031% active. AID 504842; further: potency means the concentration at half of the fitted maximal effect; on the % scale 0 is the no-effect control and ±100 the full control effect; nearly all actives have a fitted effect of over 80% in size
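ATPase turnover read by TR-FRET ADP competition (Eu cryptate antibody/ADP-d2, 665/590 nm): 10uM ATP final, 25nM Mm-CPN final, 30 min 37degC after 10-min compound preincubation, pH 7.4 Tris/KCl/MgCl2/DTT buffer.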
PTHR1 ag: PTHR1 (human) receptor agonism; Q03431; HEK293 GP2 PTHR1 cells, GloSensor cAMP luminescence, 1 h; Potency, µM (doses to about 115 µM), inactives show at the highest dose activation, actives largely listed as activators; 410,000 tested, 0.075% active; AID 743266; further: potency means the concentration at half of the fitted maximal effect; nearly all actives have a fitted effect of over 55% in size; some results filed as inactive show a strong effect at the top dose; inactives centre near -15; many of its hits are not listed in these tables
Target sequence (Q03431 whole entry, looked up): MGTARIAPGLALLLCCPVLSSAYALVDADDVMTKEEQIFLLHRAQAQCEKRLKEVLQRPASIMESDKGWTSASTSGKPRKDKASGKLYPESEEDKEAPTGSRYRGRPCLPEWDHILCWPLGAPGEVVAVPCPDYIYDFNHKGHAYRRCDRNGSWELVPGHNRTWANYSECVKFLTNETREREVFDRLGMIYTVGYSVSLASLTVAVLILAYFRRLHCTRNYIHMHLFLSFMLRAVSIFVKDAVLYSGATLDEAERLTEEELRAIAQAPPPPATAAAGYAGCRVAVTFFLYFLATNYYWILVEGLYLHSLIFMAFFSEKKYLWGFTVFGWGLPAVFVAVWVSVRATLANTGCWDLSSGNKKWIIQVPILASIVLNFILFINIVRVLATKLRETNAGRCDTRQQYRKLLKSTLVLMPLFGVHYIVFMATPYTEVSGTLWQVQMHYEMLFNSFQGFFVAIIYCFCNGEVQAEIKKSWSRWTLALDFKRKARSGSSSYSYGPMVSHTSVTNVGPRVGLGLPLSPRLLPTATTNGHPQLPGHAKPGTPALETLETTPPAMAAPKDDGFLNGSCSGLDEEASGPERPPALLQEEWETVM
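HEK-293-derived GP2 cells expressing PTHR1 and a GloSensor cAMP reporter, 3,000/well, plated overnight, given luciferin plus IBMX (each 0.5 mM as added) for 1 h at 37 °C, then compound for 1 h at 37 °C. Luminescence was read after 15 min at room temperature.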
The depositor's hits bear a star; [ ] = dose if it differs, or a comment. Unless noted, the call rests on the fitted dose curve; in most records, active means well fitted curve in the direction sought with a large enough effect; inconclusive means small, poorly fitted or top-dose-only effect, or another doubt; inactive means no such curve, though single readings can be large; an effect the other way counts as inactive or inconclusive.

Results for CN1CCN(CCCNCc2cn(CCC#N)c3ccccc23)CC1 ?
EPAC2 antag: 2.2%; DRD3 agonist: 0.6; EPAC2 ag: 10.0%; D3 antag: 31.3; pAkt inh: inactive; CCT chaperon mod: -1.4; Mm-Cpn inhibitor: -1.3%; PTHR1 ag: inactive

Results for COc1cc2c(cc1OC)C(c1ccc(SC)cc1)CC(=O)N2 (centres undefined) ?
EPAC2 antag: -16.4%; DRD3 agonist: 7.0; EPAC2 ag: 5.5%; D3 antag: 2.8; pAkt inh: inactive; CCT chaperon mod: 0.5; Mm-Cpn inhibitor: 2.0%; PTHR1 ag: -1.0%

Results for COc1ccccc1CCNC(=O)C(=O)NCC1OCCN1S(=O)(=O)c1ccc([N+](=O)[O-])cc1 (centres undefined) ?
EPAC2 antag: 1.3%; DRD3 agonist: 2.9; EPAC2 ag: 4.6%; D3 antag: -1.9; pAkt inh: inactive; CCT chaperon mod: 0.8; Mm-Cpn inhibitor: 2.0%; PTHR1 ag: inactive

How did CCOc1ncccc1C(=O)Nc1ccccc1C(=O)NCc1ccc2c(c1)OCO2 do in these assays?
EPAC2 antag: -5.0%; DRD3 agonist: 3.4; EPAC2 ag: 11.6%; D3 antag: 27.4; pAkt inh: inactive; CCT chaperon mod: -2.5; Mm-Cpn inhibitor: -9.1%; PTHR1 ag: inactive

How did COC(=O)c1c(N2C(=O)CC(Sc3ncccc3C(=O)O)C2=O)sc(C)c1C (centres undefined) do in these assays?
EPAC2 antag: -3.7%; DRD3 agonist: -6.9; EPAC2 ag: 1.2%; D3 antag: -21.7; pAkt inh: inactive; CCT chaperon mod: 1.6; Mm-Cpn inhibitor: -0.2%; PTHR1 ag: inactive

Results for N#C/C(=C\c1cccn1S(=O)(=O)c1ccccc1)S(=O)(=O)c1ccc(F)cc1 ?
EPAC2 antag: 9.4%; DRD3 agonist: -5.4; EPAC2 ag: 8.7%; D3 antag: -24.4; pAkt inh: inactive; CCT chaperon mod: -1.8; PTHR1 ag: inactive

What do the screens show for `N#CC1=C(C2CC2)CC(c2ccccc2)C(C#N)=C1N` (centres undefined)?
EPAC2 antag: 0.9%; DRD3 agonist: -0.8; EPAC2 ag: -2.8%; D3 antag: 1.2; pAkt inh: inactive; CCT chaperon mod: -1.7; Mm-Cpn inhibitor: -0.7%; PTHR1 ag: -33.8%

What do the screens show for `COc1ccc(C(CNC(=O)c2oc3ccc(Br)cc3c2C)N2CCCCC2)cc1` (centres undefined)?
EPAC2 antag: -5.4%; DRD3 agonist: -15.4; EPAC2 ag: 9.7%; D3 antag: -75.7*; pAkt inh: inactive; CCT chaperon mod: -1.2; Mm-Cpn inhibitor: 3.5%; PTHR1 ag: inactive

What do the screens show for `NC(=O)COC(=O)CNC(=O)c1sc2ccccc2c1Cl`?
EPAC2 antag: 2.1%; DRD3 agonist: -5.6; EPAC2 ag: 5.7%; D3 antag: -24.5; pAkt inh: inactive; CCT chaperon mod: -1.8; Mm-Cpn inhibitor: -5.5%; PTHR1 ag: -21.1%

Results for COc1cccc(Oc2ccc(S(=O)(=O)N3CCOCC3)cc2[N+](=O)[O-])c1 ?
EPAC2 antag: -1.0%; DRD3 agonist: 7.0; EPAC2 ag: 8.4%; D3 antag: -7.4; pAkt inh: inactive; CCT chaperon mod: 0.1; Mm-Cpn inhibitor: 2.9%; PTHR1 ag: -14.9%

What do the screens show for `COc1ccc(C(CNC(=S)NCc2ccccc2)N2CCCC2)cc1` (centres undefined)?
EPAC2 antag: 1.4%; DRD3 agonist: -34.8; EPAC2 ag: 6.6%; D3 antag: -57.8*; pAkt inh: inactive; CCT chaperon mod: -2.3; Mm-Cpn inhibitor: -11.2%; PTHR1 ag: -16.3%

How did N#Cc1cc(C#N)c(N2CCN(c3ccccn3)CC2)nc1N do in these assays?
EPAC2 antag: 11.7%; DRD3 agonist: 12.3; EPAC2 ag: -8.2%; D3 antag: 33.4; pAkt inh: inactive; CCT chaperon mod: 2.1; Mm-Cpn inhibitor: 2.2%; PTHR1 ag: -7.6%[57.5 µM]

Results for O=C(COC(=O)C12CC3CC(CC(O)(C3)C1)C2)Nc1cccc(Br)c1 ?
EPAC2 antag: -4.6%; DRD3 agonist: 7.9; EPAC2 ag: -2.0%; D3 antag: 0.8; pAkt inh: inactive; CCT chaperon mod: -1.5; Mm-Cpn inhibitor: 0.6%; PTHR1 ag: -22.1%

Results for C=CCN(CC=C)Cc1cc(=O)oc2cc(OC)ccc12 ?
EPAC2 antag: inconclusive; DRD3 agonist: 3.2; EPAC2 ag: 3.6%; D3 antag: 0.0; pAkt inh: inactive; CCT chaperon mod: -0.4; PTHR1 ag: -13.9%

What do the screens show for `CCOC(=O)C1CCCN(c2nc3ccccc3nc2C(C#N)C(=O)OCC)C1` (centres undefined)?
EPAC2 antag: -7.2%; DRD3 agonist: -4.3; EPAC2 ag: 7.8%; D3 antag: -52.7*; pAkt inh: inactive; CCT chaperon mod: -0.7; Mm-Cpn inhibitor: -2.6%; PTHR1 ag: inactive

What do the screens show for `CCn1nc(C)cc1C(=O)N1CCCC(N2CCN(c3ccccc3OC)CC2)C1` (centres undefined)?
EPAC2 antag: 13.2%; DRD3 agonist: 3.7; EPAC2 ag: 2.8%; D3 antag: 1.7; pAkt inh: inactive; CCT chaperon mod: 0.4; PTHR1 ag: -38.0%

Results for C=CCNC(=O)/C(C#N)=C/c1c(N2CCN(c3cccc(Cl)c3)CC2)nc2c(C)cccn2c1=O ?
EPAC2 antag: -6.1%; DRD3 agonist: -33.4; EPAC2 ag: 9.4%; D3 antag: -58.6*; pAkt inh: inactive; CCT chaperon mod: -3.1; Mm-Cpn inhibitor: -3.7%; PTHR1 ag: -1.6%

Results for Cc1ccc(C)c2nc(Cl)c(C3NC(=O)c4ccccc4N3)cc12 (centres undefined) ?
EPAC2 antag: 0.6%; DRD3 agonist: 3.8; EPAC2 ag: -6.5%; D3 antag: 11.4; pAkt inh: inactive; CCT chaperon mod: 2.4; Mm-Cpn inhibitor: 4.8%; PTHR1 ag: -13.3%

Results for CCCSc1nc2c(c(=O)[nH]c(=O)n2C)n1Cc1ccccc1 ?
EPAC2 antag: 8.2%; DRD3 agonist: 0.8; EPAC2 ag: -0.5%; D3 antag: 3.8; pAkt inh: inactive; CCT chaperon mod: -1.9; Mm-Cpn inhibitor: 1.4%; PTHR1 ag: -4.1%

How did CC12CCC(C(=O)N/N=C/c3ccc(O)cc3O)(OC1=O)C2(C)C (centres undefined) do in these assays?
EPAC2 antag: 13.0%; DRD3 agonist: 25.5; EPAC2 ag: -2.4%; D3 antag: 53.7; pAkt inh: inactive; CCT chaperon mod: 1.0; Mm-Cpn inhibitor: 1.6%; PTHR1 ag: inactive

How did CCCS(=O)(=O)N1CCC(C(=O)c2cccc(C(F)(F)F)c2)CC1 do in these assays?
EPAC2 antag: -0.9%; DRD3 agonist: 11.1; EPAC2 ag: -13.0%; D3 antag: -4.1; pAkt inh: inactive; CCT chaperon mod: -1.6; Mm-Cpn inhibitor: -2.5%; PTHR1 ag: inactive

How did COC(=O)Cn1c(=N)n(CCN2CCCCC2)c2ccccc21 do in these assays?
EPAC2 antag: 4.6%; DRD3 agonist: 0.5; EPAC2 ag: 3.3%; D3 antag: 10.5; pAkt inh: inactive; CCT chaperon mod: 0.7; Mm-Cpn inhibitor: 1.0%; PTHR1 ag: inactive

How did CCN(CCCNS(=O)(=O)c1ccc2c(c1)CCN2C(C)=O)c1cccc(C)c1 do in these assays?
EPAC2 antag: -18.0%; DRD3 agonist: 1.6; EPAC2 ag: 12.6%; D3 antag: 11.6; pAkt inh: inactive; CCT chaperon mod: -1.2; Mm-Cpn inhibitor: -13.5%; PTHR1 ag: -36.4%[inhibitor]

Results for NNc1nc2c(-c3ccc(F)cc3)nnn2c2ccccc12 ?
EPAC2 antag: 0.5%; DRD3 agonist: 19.7; EPAC2 ag: -3.0%; D3 antag: 14.1; pAkt inh: inactive; CCT chaperon mod: -0.3; Mm-Cpn inhibitor: -3.4%; PTHR1 ag: -0.5%

What do the screens show for `COC(=O)COc1ccc(C(=O)OC)cc1`?
EPAC2 antag: 2.5%; DRD3 agonist: 0.2; EPAC2 ag: 4.4%; D3 antag: 11.0; pAkt inh: inactive; CCT chaperon mod: -3.2; Mm-Cpn inhibitor: 0.8%; PTHR1 ag: -2.5%

How did CC1CCN(C(=O)c2cccc(S(=O)(=O)N3CCCc4ccccc43)c2)CC1 do in these assays?
EPAC2 antag: 7.3%; DRD3 agonist: 1.6; EPAC2 ag: 21.5%; D3 antag: -8.6; pAkt inh: inactive; CCT chaperon mod: 3.0; Mm-Cpn inhibitor: -1.2%; PTHR1 ag: -0.2%

How did CCSc1nnc(NC(=O)Cc2ccccc2OC)s1 do in these assays?
EPAC2 antag: 4.2%; DRD3 agonist: -0.5; EPAC2 ag: -2.6%; D3 antag: -16.1; pAkt inh: inactive; CCT chaperon mod: -1.0; Mm-Cpn inhibitor: -16.8%; PTHR1 ag: inactive

What do the screens show for `COc1cccc2ccc(CC(O)(c3ccccc3)c3ccccc3)nc12`?
EPAC2 antag: -20.8%; DRD3 agonist: -1.9; EPAC2 ag: 7.2%; D3 antag: 10.0; pAkt inh: inactive; CCT chaperon mod: -51.6*; PTHR1 ag: inactive

How did Cc1ccc(P(=O)(c2ccc(C)cc2)[C@@H](NC(c2ccccc2)c2ccccc2)c2ccccc2)cc1 do in these assays?
EPAC2 antag: inconclusive; DRD3 agonist: -17.0; EPAC2 ag: 10.7%; D3 antag: -108.7*; pAkt inh: inactive; CCT chaperon mod: -0.9; PTHR1 ag: inactive

Screening results (PubChem BioAssay)

An excerpt; the hit share may differ from the screen's.
